Screening data from PubChem BioAssay.
K1F lysis inhibition: inhibition of K1F phage lysis, E. coli UTI89, bacterial capsule biogenesis inhibitors, alamar blue (AID 488966); E. coli UTI89 K1F phage lysis, alamar blue, 2 h; higher % means a stronger effect; inhibition, % at 100 µM; hits with a dose series show IC50 in µM; 0.02% of 340,000 active;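 active = phage lysis inhibition, versus mean bacterial control, above a set limit; inconclusive = no clear call, values can overlap the other calls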;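 also: capsule biogenesis inhibitors block K1F phage lysis so surviving cells raise fluorescence; higher fluorescence means more inhibition of phage lysis; actives were called in the ten point dose series up to 300 µM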
West Nile antiviral: West Nile virus antiviral activity, cell-based, CPE readout (AID 1621). West Nile virus-infected cells, CPE inhibition; higher % means a stronger effect. one-dose CPE inhibition, % at 10 µM; IC50 in µM for titrated hits. 0.02% of 290,000 active; in the data active = a potency from the dose series; inconclusive = CPE inhibition mostly from about 3.7% at the one dose, without a potency; inactive = the rest, 99 in 100 with CPE inhibition below about 2.2%; also: strong numbers were not always called active
PMI inhibition: human PMI inhibitors, high substrate, primary screen, biochemical, fluorescence intensity, high mannose 6-phosphate (AID 1220). Mannose-6-phosphate isomerase (Homo sapiens). recombinant PMI enzyme, coupled fluorescence intensity; higher % means a stronger effect. one-dose inhibition, % at 20 µM; IC50 in µM for titrated hits. 0.66% of 190,000 active
M1AAP inhibition: P. falciparum M1AAP inhibitors, biochemical, fluorogenic H-Leu-NHMec substrate, 1536-well (AID 1445); Aminopeptidase N (Plasmodium falciparum (isolate 3D7)); recombinant M1AAP, H-Leu-NHMec fluorogenic kinetic assay; higher % means a stronger effect; one-dose inhibition, % at 30 µM; IC50 in µM for titrated hits; 0.42% of 220,000 active;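 active = primary inhibition above the hit cutoff, then over 50% inhibition at one or more dose response concentrations, cut at about 23% in these data, passing the limit was not always enough; inconclusive = conflicting primary data, or primary hits not chosen for dose response; inactive = low primary inhibition, or under 50% at every dose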;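 also: plate controls were DMSO full reaction for no effect and no enzyme background for full effect; strong numbers were not always called active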
RSV CPE inhibition: RSV antiviral activity via CPE protection, HEp-2 cells, primary 10 µM value included (AID 2391). HEp-2 cells, RSV-induced CPE inhibition; higher % means a stronger effect. one-dose CPE inhibition, % at 10 µM; IC50 in µM for titrated hits. 0.13% of 310,000 active; in the data active = a potency from the dose series; inconclusive = CPE inhibition mostly from about 23% at the one dose, without a potency; inactive = the rest, 99 in 100 with CPE inhibition below about 21%; also: strong numbers were not always called active
TNAP activators: human TNAP enzyme activators, primary screen, biochemical, luminescent, no phosphate acceptor, uHTS (AID 1001); purified TNAP, luminescent activation assay, no phosphate acceptor; higher activation fold means a stronger effect; one-dose activation fold at 20 µM; EC50 in µM for titrated hits; 0.03% of 200,000 active; in the data active = activation fold from about 3, or a potency from the dose series; inactive = the rest, 99 in 100 with activation fold below about 1.6; also: many of its hits are not listed in these tables
PMI inhibitors: inhibitors of human PMI, primary screen, biochemical, fluorescence intensity, coupled assay (AID 1209); Mannose-6-phosphate isomerase (Homo sapiens); purified PMI enzyme, coupled fluorescence intensity; higher % means a stronger effect; inhibition, % at 20 µM, or IC50 in µM where a hit was titrated; 0.42% of 190,000 active;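 also: plate controls were DMSO vehicle for no effect and wells lacking substrate for full effect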
M17LAP inhibition: P. falciparum M17LAP inhibitors, primary screen, biochemical, fluorogenic H-Leu-NHMec substrate, 1536-well (AID 1619). Leucine aminopeptidase (Plasmodium falciparum (isolate 3D7)). recombinant M17LAP, H-Leu-NHMec fluorogenic kinetic assay; higher % means a stronger effect. inhibition, % at 30 µM, or IC50 in µM where a hit was titrated. 0.38% of 220,000 active;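 active = compound inhibiting the enzyme by more than half at any dose during confirmatory dose-response retesting; inconclusive = strong single-dose inhibitors picked by rank but not retested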;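 also: plate controls were full reaction with DMSO carrier for no effect and no enzyme background for full effect; strong numbers were not always called active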
T cell HTS: modulators of CD8 T cell-vesicle binding, primary screen, mouse 2C CD8+ T cells, flow cytometry; calls only at 7 µM; 0.068% of 330,000 active; 2C CD8+ T cell-vesicle binding; hits give low values;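 active = response, share of CD8 T cells binding vesicles, and their 90th percentile fluorescence all below set limits, cut at about 80% in these data, passing the limit was not always enough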
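Also added: QL9-peptide-loaded Drosophila micro-vesicles bearing Ld, ICAM-1 and B7-1; Test system: purified 2C TCR transgenic mouse naive CD8+ T cells; Measured by: cytometric PE anti-B7-1 and Alexa647 anti-CD8 signals after 1% paraformaldehyde fixation; Timing: binding step 1.5 h, 37 °C, antibody labelling 20 min, ice.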
T cell HTS vesicle-bound %: second read-out of T cell HTS, no call of its own (marks repeat the call); double positive events, %; measured here: CD8+ vesicle-bound cell fraction;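 binding gate set so that unloaded-vesicle control wells show 10% double positive cells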
Numbers without * were called inactive; i = inactive; ? = inconclusive; · = no result given. Rule as the data show it, unless noted: active = inhibition above about 50%; inactive = the rest.

Keys: A = K1F lysis inhibition; B = West Nile antiviral; C = PMI inhibition; D = M1AAP inhibition; E = RSV CPE inhibition; F = TNAP activators; G = PMI inhibitors; H = M17LAP inhibition; I = T cell HTS; J = T cell HTS vesicle-bound %
O=C(c1ccc2c3c(cccc13)CC2)C1CCCN(Cc2ccncc2)C1 (stereo not drawn)
  A: 0.7% | B: -1.6% | C: -2% | D: 10% | E: 0.4% | F: 1 | G: 4% | H: 8% | I: i | J: 30
Cc1ccc(Oc2ncccc2/C=N/OCc2ccc(Cl)c(Cl)c2)cc1
  A: 0.5% | B: -0.1% | C: 8% | D: 4% | E: 1.4% | F: 1.1 | G: 15% | H: -11% | I: i | J: 38
O=C1CCCC1C(=O)Nc1ccc2ccccc2c1 (stereo not drawn)
  A: 0.3% | B: 0.4% | C: · | D: -1% | E: 0.8% | F: · | G: · | H: 2% | I: i | J: 44
Cc1sc2nc(-c3cccnc3)[nH]c(=O)c2c1-c1ccccc1
  A: 0.1% | B: 0.0% | C: 4% | D: 11% | E: 3.9% | F: 1.2 | G: 17% | H: 19% | I: i | J: 33
O=C(Cc1ccc(Br)cc1)NC1CCCCC1
  A: 0.2% | B: -0.1% | C: -1% | D: -4% | E: -1.3% | F: 1.2 | G: -6% | H: 4% | I: i | J: 39
C=CCn1c(N)c(C(=O)OCC)sc1=S
  A: 0.4% | B: -0.1% | C: 9% | D: 7% | E: ? | F: 1.1 | G: 11% | H: 0% | I: i | J: 16
CCOC(=O)c1ccc(N/C(=N/S(=O)(=O)c2ccccc2)c2ccccc2)cc1
  A: -0.5% | B: 0.1% | C: 9% | D: 6% | E: 6.3% | F: 1 | G: 12% | H: 18% | I: i | J: 26
COc1ccc(C(=O)c2c(C(F)(F)F)oc3c2C(=O)c2ccccc2C3=O)cc1OC
  A: 0.9% | B: -0.8% | C: -59% | D: 7% | E: -2.0% | F: 1.1 | G: -30% | H: -3% | I: i | J: 29
COc1ccc(COCC(O)CN2CCCCC2)cc1OC (stereo not drawn)
  A: 0.6% | B: 0.1% | C: · | D: · | E: 3.3% | F: · | G: · | H: · | I: i | J: 8
Cc1ccc2nc3c(c(Nc4ccccc4)c2c1)CCC3
  A: 0.0% | B: -1.5% | C: · | D: 3% | E: 14% | F: · | G: · | H: 12% | I: i | J: 55
CN1C(=O)C(C)(C)c2cc(S(=O)(=O)N3CCCC3C(=O)NCc3ccc(F)cc3)ccc21 (stereo not drawn)
  A: 0.9% | B: -1.1% | C: · | D: · | E: 0.9% | F: · | G: · | H: · | I: i | J: 3
N#Cc1ccc2c(c1)nc1ccccn12
  A: 0.3% | B: 2.2% | C: -2% | D: 5% | E: 9.3% | F: 1 | G: -1% | H: -296% | I: i | J: 44
COc1ccccc1NC(=O)CN1CCN(c2ccc(Cl)cc2)CC1
  A: 0.2% | B: -0.2% | C: 4% | D: 0% | E: 2.1% | F: 1.1 | G: 6% | H: -13% | I: i | J: 22
Cc1ccc(-c2nc3ccccc3o2)cc1NC(=O)c1ccc2c(c1)OCO2
  A: 0.2% | B: -0.2% | C: 8% | D: 10% | E: 1.6% | F: 1.1 | G: 11% | H: -4% | I: i | J: 30
Cc1c(C(=O)OCCOC(C)C)[nH]c2c1C(=O)CC(C)(C)C2
  A: 1.4% | B: 0.0% | C: 7% | D: 17% | E: 1.1% | F: 1 | G: 6% | H: 3% | I: i | J: 53

Next section.
Keys: A = K1F lysis inhibition; B = West Nile antiviral; C = PMI inhibition; D = M1AAP inhibition; E = RSV CPE inhibition; F = TNAP activators; G = PMI inhibitors; H = M17LAP inhibition; I = T cell HTS; J = T cell HTS vesicle-bound %
CC(=O)Oc1ccccc1N(C(C)=O)S(=O)(=O)c1cccc([N+](=O)[O-])c1
  A: 1.0% | B: -0.7% | C: 4% | D: -1% | E: 1.3% | F: 1 | G: -5% | H: 4% | I: i | J: 25
O=C(CCC(=O)N1CCCc2ccccc21)N1CCN(S(=O)(=O)c2ccccc2)CC1
  A: 0.1% | B: -0.4% | C: 5% | D: 6% | E: 3.0% | F: 1 | G: 2% | H: 11% | I: i | J: 11
COC(=O)c1cc(C(=O)N2CCN(c3cccc(C)c3C)CC2)cc([N+](=O)[O-])c1
  A: -1.2% | B: 0.3% | C: -2% | D: -1% | E: 2.3% | F: 1.1 | G: -1% | H: -7% | I: i | J: 45
CN(C)CCCN(C(=O)CCOc1ccccc1)c1nc2ccc(F)cc2s1
  A: 0.5% | B: -0.5% | C: 43% | D: 11% | E: · | F: 1 | G: 35% | H: 1% | I: · | J: ·
C=CCN(C(=O)c1csnn1)C(C(=O)NC1CCCC1)c1ccc(Cl)cc1 (stereo not drawn)
  A: -0.1% | B: -0.6% | C: · | D: · | E: -0.3% | F: · | G: · | H: · | I: i | J: 50
O=C(OCC(=O)N1CCc2ccccc2C1)c1ccc(N2CCOCC2)c([N+](=O)[O-])c1
  A: 0.1% | B: 0.0% | C: -4% | D: 4% | E: -0.5% | F: 1 | G: 1% | H: 11% | I: i | J: 28
Cc1onc(-c2c(Cl)cccc2Cl)c1C(=O)N=C(N)N1CCCC1
  A: 0.7% | B: -0.8% | C: · | D: 9% | E: · | F: · | G: · | H: -1% | I: i | J: 17
COc1ccc(NC(=O)Nc2ccccc2SC)cc1
  A: 0.5% | B: -0.1% | C: -8% | D: 6% | E: 19% | F: 1 | G: -5% | H: 6% | I: i | J: 36
CCC(C)[C@H](NC(=O)[C@@H]1Cc2ccccc2CN1C(=O)OC(C)(C)C)C(=O)NCC1CCC(C(=O)O)CC1 (stereo partly drawn)
  A: 0.4% | B: -0.4% | C: · | D: 2% | E: -0.4% | F: · | G: · | H: 5% | I: i | J: 33
CC(=O)Nc1ccc(N2C(=O)CSC2c2ccc([N+](=O)[O-])cc2)cc1 (stereo not drawn)
  A: 0.2% | B: -0.5% | C: · | D: · | E: 2.6% | F: · | G: · | H: · | I: i | J: 38
O=C(O)c1ccccc1OCCOc1ccccc1
  A: 0.5% | B: 0.2% | C: 11% | D: 4% | E: 3.3% | F: 1.1 | G: 6% | H: 40% | I: i | J: 11
COC(=O)c1cn(Cc2cc(OC)ccc2OC)cc(F)c1=O
  A: 0.1% | B: -0.2% | C: · | D: · | E: 0.9% | F: · | G: · | H: · | I: i | J: 52
COc1cc(/C=C2/C(=O)NN(c3ccc(F)cc3)C2=O)cc([N+](=O)[O-])c1O
  A: 0.3% | B: -0.2% | C: · | D: 16% | E: -1.4% | F: · | G: · | H: 32% | I: i | J: 10
Cc1nn(C)cc1CNC(=O)Nc1ccc(Cl)c(Cl)c1
  A: 5.8% | B: -0.1% | C: -6% | D: 2% | E: 6.0% | F: 1.3 | G: -2% | H: -6% | I: i | J: 25
Cc1ccccc1NC(=O)CCSc1nnnn1-c1ccccc1
  A: 0.5% | B: -0.6% | C: -2% | D: -6% | E: 1.4% | F: 1 | G: -2% | H: -1% | I: i | J: 44

The listing continues:
Keys: A = K1F lysis inhibition; B = West Nile antiviral; C = PMI inhibition; D = M1AAP inhibition; E = RSV CPE inhibition; F = TNAP activators; G = PMI inhibitors; H = M17LAP inhibition; I = T cell HTS; J = T cell HTS vesicle-bound %
CCOC(=O)c1cnc(-n2nc(C)cc2C)nc1Nc1ccccc1OC
  A: · | B: -0.8% | C: -6% | D: 1% | E: · | F: 0.9 | G: -10% | H: -2% | I: · | J: ·
COc1ccc(CN2CCN(Cc3ccc(OC)c(OC)c3OC)CC2)cc1
  A: 0.0% | B: -0.8% | C: · | D: · | E: 0.3% | F: · | G: · | H: · | I: i | J: 19
O=C(CC(NS(=O)(=O)c1ccc(Cl)cc1)c1ccco1)N1CCc2ccccc21 (stereo not drawn)
  A: -0.1% | B: 0.0% | C: 3% | D: -6% | E: 3.4% | F: 1 | G: 14% | H: -3% | I: i | J: 39
CC(=O)Nc1ccc(NC(=O)C(C)OC(=O)/C=C/c2cn(-c3ccccc3)nc2-c2cccnc2)cc1 (stereo not drawn)
  A: 2.0% | B: -0.2% | C: -10% | D: -1% | E: 1.7% | F: 1.1 | G: -6% | H: -6% | I: i | J: 44
Cc1ccc2c(CN3CCN(S(=O)(=O)/C=C/c4ccccc4)CC3)cc(=O)oc2c1
  A: 5.3% | B: -0.1% | C: 15% | D: 12% | E: 3.1% | F: 1.2 | G: 3% | H: 12% | I: i | J: 28
CC1CC1C(=O)Nc1nc(-c2cccs2)c(-c2cccs2)s1 (stereo not drawn)
  A: 7.9% | B: -1.3% | C: 11% | D: -3% | E: 3.5% | F: 1.2 | G: 13% | H: -3% | I: i | J: 31
CC(C)CC1(C)N=C(c2ccccc2)C(=S)N1 (stereo not drawn)
  A: 0.2% | B: -0.2% | C: -4% | D: 22% | E: 2.7% | F: 1.1 | G: -5% | H: 3% | I: i | J: 50
COc1cccc(-n2c(=O)n(Cc3ccccc3)c(=O)c3[nH]cnc32)c1
  A: -1.6% | B: -0.2% | C: · | D: 1% | E: 2.9% | F: · | G: · | H: 0% | I: i | J: 43
CCOC(=O)c1c(NC(=S)N2CCN(C)CC2)sc(C)c1-c1ccccc1
  A: 0.1% | B: -0.3% | C: · | D: · | E: 9.0% | F: · | G: · | H: · | I: i | J: 70
c1ccc(CN=C2Nc3ccccc3CS2)nc1
  A: 0.5% | B: 0.4% | C: -6% | D: 1% | E: -1.9% | F: 1.1 | G: -12% | H: 1% | I: i | J: 45
CC(C)NC(=O)NC(=O)CN1C(=O)NC(Cc2c[nH]c3ccccc23)C1=O (stereo not drawn)
  A: -0.5% | B: 0.3% | C: 1% | D: 6% | E: 1.0% | F: 1 | G: -6% | H: -6% | I: i | J: 10
O=C(O)c1cc(N/N=C/c2ccc(N3CCOCC3)s2)ccc1Cl
  A: 0.5% | B: -0.2% | C: 23% | D: 14% | E: -0.1% | F: 0.9 | G: 12% | H: 48% | I: i | J: 38
NS(=O)(=O)c1ccc(N2N=C(c3ccccc3)CC2c2ccccc2)cc1 (stereo not drawn)
  A: -0.5% | B: 0.7% | C: 9% | D: 19% | E: 20% | F: 1.8 | G: 24% | H: -18% | I: i | J: 48
CCOC(=O)N1CCC(NC(=O)c2cccs2)CC1
  A: -0.6% | B: 0.1% | C: · | D: 3% | E: 2.0% | F: · | G: · | H: -5% | I: i | J: 47

Rows are unselected, and some 1.5% of all compounds hit somewhere here.
